Bfl-1 Bim block: inhibitors of Bim binding to Bfl-1, primary screen, biochemical, multiplexed, bead-based flow cytometry; Bcl-2-related protein A1 (Homo sapiens), Q16548; Bim-Bfl-1 binding inhibition; AID 1008, 2008; inhibition, % at 10 µM; actives 0.12% (n = 190,000);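 also: 0% = wells without compound plus tracer and 100% = blocker peptide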
RGS7-Gao reg: RGS7-Galphao binding modulators, primary screen, biochemical, multiplexed bead flow cytometry. actives lie on both sides. actives 0.35% (n = 220,000). binding response (% of control), % at 10 µM. AID 1439, 2008. Guanine nucleotide-binding protein G(o) subunit alpha (Homo sapiens), P09471; in the data active = binding response below about 49% or above about 150%; inconclusive = no clear call, values can overlap the other calls; inactive = in between;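 also: fluorescent Galphao held in activated GDP-AlF4 state binding bead-coupled RGS7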
Target sequence (P09471 whole entry, looked up): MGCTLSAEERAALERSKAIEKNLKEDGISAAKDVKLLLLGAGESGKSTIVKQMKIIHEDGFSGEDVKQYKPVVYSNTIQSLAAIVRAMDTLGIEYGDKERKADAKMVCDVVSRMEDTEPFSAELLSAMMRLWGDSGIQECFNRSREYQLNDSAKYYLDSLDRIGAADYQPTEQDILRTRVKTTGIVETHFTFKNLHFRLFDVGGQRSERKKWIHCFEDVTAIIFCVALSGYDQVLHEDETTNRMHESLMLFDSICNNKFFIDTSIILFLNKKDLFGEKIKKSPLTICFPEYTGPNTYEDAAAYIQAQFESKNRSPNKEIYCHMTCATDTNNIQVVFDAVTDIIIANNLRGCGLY
Bim-Bcl-2: inhibitors of Bim-Bcl-2 binding, primary screen, biochemical, multiplexed, human Bcl-2 family; inhibition, % at 10 µM; Bead-based flow cytometry, Bim peptide-Bcl-2 binding; actives 0.06% (n = 190,000); Apoptosis regulator Bcl-2 (Homo sapiens), P10415; AID 950, 2007; in the data active = inhibition above about 40%; inconclusive = no clear call, values can overlap the other calls;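 also: 0% = no compound wells with probe peptide and 100% = reference peptide inhibitor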
Target sequence (P10415 whole entry, looked up): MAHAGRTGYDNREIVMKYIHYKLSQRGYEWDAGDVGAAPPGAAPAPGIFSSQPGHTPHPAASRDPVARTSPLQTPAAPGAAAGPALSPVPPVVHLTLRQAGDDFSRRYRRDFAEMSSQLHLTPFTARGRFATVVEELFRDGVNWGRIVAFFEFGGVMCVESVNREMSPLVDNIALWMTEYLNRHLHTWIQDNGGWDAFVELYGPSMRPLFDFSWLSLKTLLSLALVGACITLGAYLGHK
Bim-Bcl-W: inhibitors of Bim binding to Bcl-W, primary screen, biochemical, multiplexed, bead-based flow cytometry; Bim peptide-Bcl-W binding; AID 952, 2007; inhibition, % at 10 µM; actives 0.02% (n = 190,000);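 also: 0% = bound tracer without compound and 100% = peptide blocker; higher means less fluorescent Bim peptide bound to Bcl-W beads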
Target sequence (Q92843 whole entry, looked up): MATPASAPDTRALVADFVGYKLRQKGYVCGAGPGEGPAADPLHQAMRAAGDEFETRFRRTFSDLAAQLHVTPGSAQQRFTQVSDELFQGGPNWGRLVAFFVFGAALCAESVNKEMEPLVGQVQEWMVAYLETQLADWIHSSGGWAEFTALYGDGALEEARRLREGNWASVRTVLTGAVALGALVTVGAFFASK
ABCG2 inh: ABCG2 efflux pump inhibitors, primary screen, multiplex with ABCB1, IgMXP3 cells, flow cytometry; JC-1 efflux; inhibition, % at 6.6 µM; Broad substrate specificity ATP-binding cassette transporter ABCG2 (Homo sapiens), Q9UNQ0; actives 0.1% (n = 190,000);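 active = inhibition above 80%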;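 also: 0% = DMSO and 100% = nicardipine control wells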
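System: two drug-resistant human cell lines, ABCG2 and ABCB1; controls: nicardipine high and DMSO low controls; times: 10 min exposure at 25 °C with rotation, no wash; detection: flow cytometry of retained JC-1 fluorescence; read-out basis: percent efflux inhibition, scaled nicardipine 100% to DMSO 0%; doses: one concentration, 6.6 µM final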
GSH bead fluor: compound fluorescence on glutathione beads, profiling panel, artefact control, biophysical, 488/530 nm, flow cytometry; GSH beads flow cytometry, compound fluorescence 488/530 nm; hits give high values; fluorescence (KMESF) at 10 µM; actives 0.25% (n = 190,000); in the data active = fluorescence above about 89;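 also: glutathione beads carrying GST-tagged Bcl family fusion proteins plus one bare bead set; values are compound well signal with DMSO vehicle wells as background; inactives centre near 16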
Bcl-B Bim block: inhibitors of Bim-Bcl-B binding, primary screen, biochemical, multiplexed, human Bcl-2 family; AID 951, 2007; inhibition, % at 10 µM; actives 0.073% (n = 190,000); bead-based flow cytometry, Bim peptide-Bcl-B binding;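 also: 0% = tracer peptide without compound and 100% = reference inhibitor peptide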
Target sequence (Q9HD36 whole entry, looked up): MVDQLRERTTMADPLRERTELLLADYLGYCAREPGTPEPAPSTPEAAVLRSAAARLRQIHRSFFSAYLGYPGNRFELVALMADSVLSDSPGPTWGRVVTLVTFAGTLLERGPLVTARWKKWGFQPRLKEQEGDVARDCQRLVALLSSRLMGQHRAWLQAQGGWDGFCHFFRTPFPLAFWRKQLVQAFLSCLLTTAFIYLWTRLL
Bim-Bcl-XL: inhibitors of Bim-Bcl-XL binding, primary screen, biochemical, multiplexed, bead flow cytometry, human Bcl-XL; Bim peptide-Bcl-XL binding, fluorescence; inhibition, % at 10 µM; actives 0.04% (n = 190,000)
ABCB1 inh: ABCB1 efflux pump inhibitors, primary screen, cell-based, multiplex, flow cytometry, ABCG2 counter-screen; ATP-dependent translocase ABCB1 (Homo sapiens), P08183; CCRF-Adr cells, JC-1 efflux; inhibition, % at 6.6 µM; actives 0.067% (n = 190,000); AID 1326, 2008; in the data active = inhibition above about 40%;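 also: 0% = vehicle and 100% = reference inhibitor; higher value means more JC-1 retained so stronger ABCB1 efflux block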
RGS8-Gao reg: RGS8-Galphao binding modulators, primary screen, biochemical, multiplexed bead flow cytometry; actives lie on both sides; Guanine nucleotide-binding protein G(o) subunit alpha (Homo sapiens), P09471; response (percent of control binding), % at 10 µM; actives 0.34% (n = 220,000); in the data active = response below about 60% or above about 140%; inactive = in between;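 also: Galphao activated as the GDP aluminium fluoride complex binding bead-coupled RGS8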
RGS4-Gao reg: modulators of RGS4 binding to Galphao, primary screen, biochemical, multiplexed bead flow cytometry | actives 0.33% (n = 220,000) | actives lie on both sides | Guanine nucleotide-binding protein G(o) subunit alpha (Homo sapiens), P09471 | AID 1415, 2008 | binding response (% of control), % at 10 µM; in the data active = binding response below about 49% or above about 150%; inactive = in between;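 also: fluorescent Galphao activated with aluminum fluoride binding bead-coupled RGS4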
Starred values were filed as active, the others as inactive; ? = inconclusive. Rule as the data show it, unless noted: active = inhibition above about 40%. The order is random; about 1.1% have a hit in one of these screens.

Start of the listing, in advance, 3 compounds:
nr	smiles	Bfl-1 Bim block	RGS7-Gao reg	Bim-Bcl-2	Bim-Bcl-W	ABCG2 inh	GSH bead fluor	Bcl-B Bim block	Bim-Bcl-XL	ABCB1 inh	RGS8-Gao reg	RGS4-Gao reg
1	COC(=O)[C@@]1(Cc2ccc(OC)cc2)[C@H]2c3cc(C(=O)N(C)C)n(CCc4ccc(OC)c(Br)c4)c3C[C@H]2CN1C(=O)c1ccccc1	1	104	0	1	10	17	-5	-2	22	102	103
2	Cc1ccccc1-c1nnc(SCC(=O)NC2CCCCC2)o1	-6	102	-6	-5	58	23	-7	-6	1.3	101	104
3	C=CCNC(=O)c1onc(CSc2ccc(C(C)C)cc2)c1C(=O)O	-15	100	-11	1	6	40	-11	0	1.0	97	97

The listing, previewed entries included:
nr	smiles	Bfl-1 Bim block	RGS7-Gao reg	Bim-Bcl-2	Bim-Bcl-W	ABCG2 inh	GSH bead fluor	Bcl-B Bim block	Bim-Bcl-XL	ABCB1 inh	RGS8-Gao reg	RGS4-Gao reg
1	COC(=O)[C@@]1(Cc2ccc(OC)cc2)[C@H]2c3cc(C(=O)N(C)C)n(CCc4ccc(OC)c(Br)c4)c3C[C@H]2CN1C(=O)c1ccccc1	1	104	0	1	10	17	-5	-2	22	102	103
2	Cc1ccccc1-c1nnc(SCC(=O)NC2CCCCC2)o1	-6	102	-6	-5	58	23	-7	-6	1.3	101	104
3	C=CCNC(=O)c1onc(CSc2ccc(C(C)C)cc2)c1C(=O)O	-15	100	-11	1	6	40	-11	0	1.0	97	97
4	COc1ccc(C2N(c3ccccc3)CCN2c2ccccc2)cc1O	-3	101	-3	-1	7	16	-6	0	0.5	100	103
5	Cn1c(N)c(C(=O)CSc2nnc(-c3ccccc3F)n2C2CC2)c(=O)n(C)c1=O	-4	?	-4	0	6	24	-3	-3	0.2	100	100
6	CCN(CC)S(=O)(=O)c1ccc(N2CCCC2)c(NS(=O)(=O)c2ccc([N+](=O)[O-])cc2)c1	0	98	-2	-4	8	20	0	-8	1.7	101	96
7	CC1(C)SC2c3ccccc3C(=O)N2[C@@H]1C(=O)NCCCN1CCOCC1 (stereo not given in full)	-13	96	-12	0	2	26	-11	-18	0.8	95	98
8	Nn1c(COc2ccccc2)nc2ccccc2c1=O	-17	99	-11	-2	35	29	-9	-5	1.5	95	96
9	COC(=O)c1cc(=O)n(Cc2ccc3c(c2)OCO3)c(=Nc2ccc(F)cc2)s1	-8	91	-8	3	1	24	-10	-2	0.5	94	95
10	NC(=S)NNC(=O)[C@@H]1CCCC[C@@H]1C(=O)O	4	104	-3	-5	6	16	-30	-7	0.7	102	103
11	CC(=O)Nc1ccc(S(=O)(=O)Nc2ccc(S(=O)(=O)N3CCCCCC3)cc2)cc1	-2	100	-4	-2	2	16	-1	-3	0.4	102	102
12	CCC(C)(C)n1nnnc1C(c1cccc(C#N)c1)N1CCN(c2cccc(C)c2C)CC1 (stereo not given)	-2	101	-3	-1	-3	20	-5	0	-1.3	101	100
13	CC(C)=CCC/C(C)=C/C=N/NC(=O)c1ccccc1[N+](=O)[O-]	-20	100	-9	-3	65	25	-5	-10	3.0	101	98
14	CNS(=O)(=O)c1ccc(Cl)nc1	1	100	5	0	0	9	-3	-3	0.4	85	99
15	COc1cccc(CC2(CO)CCCN(Cc3sc(N4CCCC4)nc3Cl)C2)c1 (stereo not given)	-4	102	-1	0	14	13	-6	-5	6.0	97	103

Further structures.
nr	smiles	Bfl-1 Bim block	RGS7-Gao reg	Bim-Bcl-2	Bim-Bcl-W	ABCG2 inh	GSH bead fluor	Bcl-B Bim block	Bim-Bcl-XL	ABCB1 inh	RGS8-Gao reg	RGS4-Gao reg
16	O=c1c([N+](=O)[O-])c(NC2CCCCC2)c2ccccc2n1-c1ccccc1	-1	101	-2	-3	5	25	-12	-8	0.3	103	99
17	Cc1ccc(NC(=O)Nc2ccc(F)c(Cl)c2)cc1	1	104	-1	0	41	24	-5	-1	0.8	100	100
18	CC1Cc2nc(SCC(=O)Nc3ccc4c(c3)OCCO4)n(C)c(=O)c2S1 (stereo not given)	-14	108	-14	-3	13	20	-9	-25	1.1	103	106
19	CC(C)OCCCNC(=O)c1c(N)n(/N=C/c2ccccn2)c2nc3ccccc3nc12	1	91	-1	1	3	18	3	-1	1.6	93	96
20	CCC1CCCCN1C(=S)NC(=O)c1cccs1 (stereo not given)	-2	?	-2	-2	1	14	-8	-4	0.2	98	96
21	CSCCC(N=C(NS(=O)(=O)c1ccc(Br)cc1)c1ccccc1)C(=O)O (stereo not given)	-4	?	0	-1	0	27	-5	-1	0.2	93	88
22	Cc1ccc(C(=O)NC(=S)Nc2ccc3[nH]c(=O)[nH]c3c2)c(C)c1	1	99	2	1	0	19	-1	0	0.0	102	99
23	CCOC(=O)N1CCN(c2c(F)cc3[nH]c(=S)[nH]c3c2Br)CC1	-10	111	-6	-3	0	31	-14	-4	-0.6	100	106
24	CCCCOC(=O)CSCC(=O)N1N=C(c2cccs2)CC1c1ccc(F)cc1 (stereo not given)	-12	95	-8	-11	9	12	-11	-9	0.8	96	98
25	Cc1ccc(NC(=O)CCn2cnc3ccccc3c2=O)c(C)c1	-5	87	-1	0	2	25	-2	-4	0.5	93	93
26	O=C(c1c[nH]c(C(=O)C(Cl)(Cl)Cl)c1)c1ccccc1Br	-2	100	0	-1	-1	11	0	-2	-0.6	100	100
27	CCN(CC(=O)Nc1ccc2c(c1)OCCO2)C(=O)CC1CCCC1	-1	102	-2	1	0	13	-3	1	-0.1	93	103
28	Cn1c(NCc2c[nH]c3ccccc23)nc2ccccc21	-12	100	-8	-1	4	34	-6	1	-0.4	101	101
29	CCN1c2ccccc2N(C)C1(C)c1ccccc1 (stereo not given)	-14	103	-5	-1	0	10	-1	-1	-1.1	99	99
30	CN1CCN(NC(=O)C23CC4CC(CC(C4)C2)C3)CC1	-14	100	-10	-4	4	17	-5	-3	0.5	101	99

New compounds follow
nr	smiles	Bfl-1 Bim block	RGS7-Gao reg	Bim-Bcl-2	Bim-Bcl-W	ABCG2 inh	GSH bead fluor	Bcl-B Bim block	Bim-Bcl-XL	ABCB1 inh	RGS8-Gao reg	RGS4-Gao reg
31	Cn1c(=O)c2c(nc(SCc3cccnc3)n2Cc2ccc(F)cc2)n(C)c1=O	6	103	-1	0	3	13	-10	-2	5.9	100	100
32	COc1ccc(NC(=O)c2cccs2)cc1NC(=O)c1ccco1	-19	74	-15	0	21	29	-9	-8	0.6	84	77
33	Cc1cc(C(F)(F)F)nn1CC(=O)NCC1CCCO1 (stereo not given)	-7	96	-1	4	1	10	-5	-2	0.2	94	97
34	O=c1oc2ccccc2c(Nc2cccc3ccccc23)c1[N+](=O)[O-]	-13	106	-12	0	9	26	-9	1	1.4	103	102
35	CC1CCCC(C)N1C(=O)CSc1nc2ccccc2s1 (stereo not given)	-1	103	-5	-5	2	16	-2	-4	0.8	106	103
36	CCN(CC)S(=O)(=O)c1cc(NC(=O)CSc2nnc(-c3cccs3)o2)ccc1C	4	99	-2	-6	10	9	0	-1	0.3	102	101
37	O=C(COC(=O)c1cc(S(=O)(=O)N2CCc3ccccc3C2)ccc1Cl)NCc1ccco1	-1	96	0	2	4	4	0	0	1.0	96	94
38	CCOC(=O)c1c(C)nc2sccn12	-11	92	-5	-3	1	22	-5	-4	0.3	97	90
39	Cc1cccc(N2C(=O)C(CC(=O)Nc3cccc(F)c3)N(CCc3ccncc3)C2=O)c1 (stereo not given)	-5	100	0	0	1	11	-2	-1	0.1	90	85
40	CCCc1noc2c1C(c1cc(Br)ccc1F)C(C#N)=C(N)N2 (stereo not given)	7	?	5	5	0	14	3	0	-0.5	103	97
41	COc1cc(/C=N/n2cnnc2)ccc1OCC(=O)N1CCOCC1	-2	96	-3	-5	4	19	-4	-3	0.5	97	96
42	COc1ccc(C(=O)c2sc3nc(C)cc(-c4cccs4)c3c2N)cc1	-6	101	-2	2	-8	8	-22	-3	1.1	99	103
43	CCCSc1nnc(N)s1	-1	98	-1	1	1	24	-5	-2	-0.3	97	100
44	O=C(O)c1ccc(N2C(=O)c3cccc4c(C(=O)O)ccc(c34)C2=O)cc1	0	97	0	1	0	10	1	0	-0.2	103	100
45	COc1ccc(N(CC(=O)NCc2ccc3c(c2)OCO3)S(C)(=O)=O)cc1OC	-18	100	-6	0	3	25	-7	-8	0.6	101	100

Carrying on.
nr	smiles	Bfl-1 Bim block	RGS7-Gao reg	Bim-Bcl-2	Bim-Bcl-W	ABCG2 inh	GSH bead fluor	Bcl-B Bim block	Bim-Bcl-XL	ABCB1 inh	RGS8-Gao reg	RGS4-Gao reg
46	Cc1cccc(C)c1NC(=O)COC(=O)c1cccnc1	-8	110	0	-1	4	24	-4	-1	1.0	105	100
47	COc1ccc(CCc2nnc(CCC(=O)NCc3cnc4ccccn34)o2)cc1	-5	97	-2	-1	1	13	-6	-1	2.7	103	102
48	Cc1cc(C(=O)CSc2nc3ccccc3c(=O)[nH]2)c(C)n1C	-3	8.0*	-5	0	2	24	-4	-1	0.4	10*	18*
49	Cc1ccc(NC(=O)c2cccs2)cc1[N+](=O)[O-]	-9	99	0	0	4	9	-1	0	0.4	101	101
50	O=C(CCC(=O)OCC(=O)c1cccc([N+](=O)[O-])c1)Nc1ccccc1Cl	-11	96	-4	0	2	45	-5	-5	0.7	97	94

Bioassay records deposited in PubChem BioAssay by NMMLSC.
